# hIAP activ = human IAP activation; 0.16% of 330,000 active; AID 2524; activation factor at 10 µM; purified human IAP, CDP-Star luminescence, 30 min; hits give high values; 1 = vehicle-only enzyme, 0 = enzyme-free background;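 active means activation factor of the enzyme at least 2-fold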; further: the source names both 10 and 20 µM as test concentration; values of inactives mirror those of a sister screen read the other way
# Target sequence (P09923 whole entry, looked up): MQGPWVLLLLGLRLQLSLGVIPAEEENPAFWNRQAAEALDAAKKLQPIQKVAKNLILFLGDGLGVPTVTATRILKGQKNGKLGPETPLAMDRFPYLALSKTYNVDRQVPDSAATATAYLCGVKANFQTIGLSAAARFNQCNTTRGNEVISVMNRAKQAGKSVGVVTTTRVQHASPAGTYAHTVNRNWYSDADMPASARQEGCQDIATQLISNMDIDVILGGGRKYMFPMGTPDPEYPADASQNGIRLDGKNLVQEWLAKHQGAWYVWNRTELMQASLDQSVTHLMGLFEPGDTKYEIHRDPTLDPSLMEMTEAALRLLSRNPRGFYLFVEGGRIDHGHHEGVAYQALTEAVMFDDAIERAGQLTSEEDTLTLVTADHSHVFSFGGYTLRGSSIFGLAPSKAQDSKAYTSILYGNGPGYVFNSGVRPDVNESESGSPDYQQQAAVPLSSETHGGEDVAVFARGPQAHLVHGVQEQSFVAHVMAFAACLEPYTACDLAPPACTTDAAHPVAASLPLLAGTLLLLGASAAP
# mIAP act = increases mouse intestinal alkaline phosphatase activity; AID 2805; activation factor at 10 µM; 0.24% of 330,000 active; muIAP, CDP-Star luminescence, 30 min; hits give high values; 1 = vehicle-only enzyme signal, 0 = enzyme-free wells;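 active means activation factor of at least 2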; further: the source names both 10 and 20 µM as test concentration; values of inactives mirror those of a sister screen read the other way
#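 System: Mouse IAP enzyme | Also added: CDP-Star substrate | Dosing: Compounds dispensed in DMSO | Schedule: 30 min enzyme-substrate-compound incubation at room temperature | Technique: Chemiluminescence readout | Control set: DMSO-only wells and no-enzyme negative control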
# mIAP block = blocks mouse intestinal alkaline phosphatase | purified mouse IAP, CDP-Star luminescence, 30 min | inhibition, % at 10 µM | 0.2% of 330,000 active;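 active means inhibition of at least 40% at 10 µM in the primary screen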;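 further: plate controls were DMSO with enzyme for no effect and no enzyme wells for full effect; values of inactives mirror those of a sister screen read the other way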
# HKDC1 inhibitor = HKDC1 (human) hexokinase inhibition | inhibition, % at 20 µM | recombinant HKDC1, G6PDH/diaphorase resazurin coupled fluorescence | 0.16% of 340,000 active | Q2TB90 | AID 493160;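 active means inhibition above about 35% when tested at 20 µM, limit read from the data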;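 further: plate controls were DMSO wells with enzyme for no effect and DMSO wells lacking enzyme for full effect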
#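 test system = in-house recombinant HK5 (HKDC1) enzyme | amount = HKDC1 at 5 µg/mL | control set = DMSO-enzyme wells negative, buffer-substituted wells positive | compound = one dose of 20 µM, 1% DMSO | schedule = reaction time 90 min, room temperature, protected from light | technique = resorufin fluorescence at 613 nm | reagent = glucose with 1 mM ATP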
# hIAP block = human IAP inhibition; P09923; purified IAP, CDP-Star luminescence, 30 min; inhibition, % at 10 µM; 0.12% of 330,000 active; AID 2544;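 active means inhibition reaching a set limit with compound at 10 µM in the primary screen, cut at about 35% in these data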;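 further: plate controls were DMSO wells with enzyme for no effect and no-enzyme buffer wells for full effect; values of inactives mirror those of a sister screen read the other way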
# PfG6PD inh = PfG6PD (Plasmodium falciparum) enzyme inhibition; 0.78% of 350,000 active; PfGluPho enzyme, NADPH resazurin-diaphorase fluorescence; inhibition, % at 20 µM;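 active means inhibition reaching at least a set limit at 20 µM in the primary screen, cut at about 59% in these data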;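 further: 0% = DMSO wells with substrate and 100% = DMSO wells lacking glucose-6-phosphate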
# ATG4B inhibitor = blocks human ATG4B protease cleavage of LC3 substrate. ATG4B cleavage of LC3-PLA2, NBD-HPC fluorescence, 1 h. inhibition, % at 8.33 µM. Q9Y4P1. 0.51% of 340,000 active; in the data active means inhibition above about 40%
# Target sequence (Q9Y4P1 whole entry, looked up): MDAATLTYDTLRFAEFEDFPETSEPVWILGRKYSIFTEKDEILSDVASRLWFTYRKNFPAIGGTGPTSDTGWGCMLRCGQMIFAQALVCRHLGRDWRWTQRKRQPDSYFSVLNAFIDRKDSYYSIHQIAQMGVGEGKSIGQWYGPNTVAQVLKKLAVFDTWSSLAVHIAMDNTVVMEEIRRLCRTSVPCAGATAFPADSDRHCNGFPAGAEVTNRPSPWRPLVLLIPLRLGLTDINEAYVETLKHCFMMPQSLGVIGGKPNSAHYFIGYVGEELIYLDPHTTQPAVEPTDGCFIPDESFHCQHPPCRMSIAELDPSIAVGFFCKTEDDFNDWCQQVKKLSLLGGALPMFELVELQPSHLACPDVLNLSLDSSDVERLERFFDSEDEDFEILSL
# A3A deaminase = human APOBEC3A DNA deaminase inhibition; recombinant A3A, FAM/TAMRA ssDNA deamination fluorescence; AID 493011; inhibition, % at 20 µM; P31941; 0.41% of 330,000 active;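 active means at least 40% inhibition at 20 µM here, with at most 30% in a related deaminase screen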;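 further: plate controls were A3A with DMSO for no effect and wells lacking A3A enzyme for full effect; some results filed as inactive read as strong as hits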
# An asterisk follows results filed as active; & = joins results of further samples.
SMILES,hIAP activ,mIAP act,mIAP block,HKDC1 inhibitor,hIAP block,PfG6PD inh,ATG4B inhibitor,A3A deaminase
COC(=O)c1ccc(NC(=O)C(C)N2C(=O)c3ccccc3C2=O)cc1 (stereo not given),1.1,1,0,3,-5,2,8,2
CC(C)(C)c1ccc(S(=O)(=O)NCc2ccc(C(=O)N3CCOCC3)cc2)cc1,0.94,0.92,8,4,6,-10,9,-1
O=C1CCC(C(=O)N2CCCCO2)CN1CCc1ccc(Cl)cc1 (stereo not given),1.2,1,-2,-11,-15,-13,3,0
O=C(Cc1ccc(S(=O)(=O)N2CCOCC2)s1)Oc1ccc(F)cc1,1,0.99,1,6,0,-6,-2,1
COCCCNc1ncnc2c1sc1nc(-c3ccco3)c3c(c12)CC(C)(C)OC3,0.99,0.92,8,13,1,20,-4,9
O=C(COC(=O)CCc1nc2ccccc2c(=O)[nH]1)NCc1ccc(F)cc1,1.1,0.96,4,-3,-9,-10,3,-3
CC(=O)c1ccc(S(=O)(=O)N(C)CCCC(=O)N2CCN(c3ncccn3)CC2)cc1,0.91,1,0,-5,10,0,-14,-2
O=C(COc1ccc(-c2nnco2)cc1)NC1CCCc2ccccc21 (stereo not given),0.99,0.94,6,-9,1,-20,0,-7
O=C1COc2ccc(C(=O)COC(=O)Cn3cnc4ccccc43)cc2N1,1,0.93,8,-3,-2,-14,-14,7
CCCCOc1ccc(C(=O)N(Cc2ccccc2)C2CCS(=O)(=O)C2)cc1 (stereo not given),1,0.95,5,-1,-4,3,-10,-7
O=C(O)CCCCc1nc2ccccc2s1,0.88,0.99,1,7,12,-14,5,-6
Cc1ccc(S(=O)(=O)Nc2cc(C(=O)NCCN(C)C)ccc2N2CCCC2)cc1,1.3,0.96,4,4,-28,-4,5,-8
N=c1ccn(Cc2cccc(Cl)c2)cc1,0.95,1,-3,-1,5,-3,9,1
CC/C(=N\NC(=O)CCC(=O)NCc1ccccc1)c1ccc(O)cc1,0.96,0.79,21,-9,4,-14,-7,-2
CN(C(=O)COc1ncnc2c1cnn2-c1ccccc1)C1CCCCC1,0.98,1,-5,-5,2,0,-1,1
O=C(CSc1ncc(-c2ccccc2)[nH]1)Nc1ccccc1,0.86,0.96,4,9,14,2,-12,3
O=C(CSc1nc(NS(=O)(=O)c2ccccc2)cc(=O)[nH]1)Nc1ccccc1Cl,1,0.87,13,-5,0,16,-4,-6
Cc1cc(C)n(CC(O)COc2c(C)cccc2C)n1 (stereo not given),0.96,1,0,10,4,2,-7,-2
CCC1CCC(C(=O)NC(C(=O)NCCN2CCOCC2)C(C)C)CC1 (stereo not given),1,0.96,4,-2,-2,9,-10,-2
COc1ccc(NC(=O)NCCCCc2ccccc2)c(OC)c1,1.1,1.1,-6,2,-11,11,-7,1
CCN(CC)CCOC(=O)C(Cc1cccc2ccccc12)CC1CCCO1 (stereo not given),0.94,0.98,2,3,6,-23,7,2
COc1ccc(CNC(=O)[C@H](C)NC(=O)N2CCn3c2nc2ccccc23)cc1,1.3,0.97,3,-2,-32,2,-11,-4
COC(=O)c1cc(=O)nc2sc(-c3cccs3)nn12,0.81,0.96,4,-4,19,8,-2,2
CN(C)c1ccc(C(=O)Nc2ccc(CN3CCS(=O)(=O)CC3)cc2)cc1,0.97,1,-3,0,3,3,-9,-2
CC(=O)Nc1ccc(/C=N/NC(=O)c2cccs2)cc1,1.1,1.1,-14,-4,-11,8,-4,5

# The closing 5 records of the part above come first, to join the parts:
SMILES,hIAP activ,mIAP act,mIAP block,HKDC1 inhibitor,hIAP block,PfG6PD inh,ATG4B inhibitor,A3A deaminase
CCN(CC)CCOC(=O)C(Cc1cccc2ccccc12)CC1CCCO1 (stereo not given),0.94,0.98,2,3,6,-23,7,2
COc1ccc(CNC(=O)[C@H](C)NC(=O)N2CCn3c2nc2ccccc23)cc1,1.3,0.97,3,-2,-32,2,-11,-4
COC(=O)c1cc(=O)nc2sc(-c3cccs3)nn12,0.81,0.96,4,-4,19,8,-2,2
CN(C)c1ccc(C(=O)Nc2ccc(CN3CCS(=O)(=O)CC3)cc2)cc1,0.97,1,-3,0,3,3,-9,-2
CC(=O)Nc1ccc(/C=N/NC(=O)c2cccs2)cc1,1.1,1.1,-14,-4,-11,8,-4,5
Cc1ccccc1NC(=O)Cc1nc(COC(=O)CCOc2ccccc2)cs1,0.9,0.95,4,-3,10,2,0,2
COc1ccc(NC(=S)N2CCCC2)cc1,1.1,0.91,9,5,-11,-12,-5,-1
CC1=C(C(=O)O)N2C(=O)C(NC(=O)c3ccccc3Cl)C2SC1 (stereo not given),0.88,1,-4,-2,12,16,4,-2
Cc1cccc(C(=O)OCC(=O)NC(=O)Cc2ccccc2)c1O,1,0.93,7,10,-4,-6,-8,-4
COc1ccc(/C=C(\NC(=O)c2ccc(OC)cc2)C(=O)NC(CCSC)C(=O)O)cc1 (stereo not given),1,0.9,10,-6,-2,-2,-4,-2
O=C(NCc1cccnc1)c1ccc2c(c1)OCO2,1.1,0.9,10,-5,-6,-12,-4,-5
CN1CCC(N(C)C(=O)c2ccc(Cl)c(S(=O)(=O)N3CCCCC3)c2)CC1,0.9,1,0,1,10,-7,-3,-5
CC1(C)CC(=O)C(N=Nc2ccc(S(=O)(=O)N3CCOCC3)cc2)=C(O)C1,0.89,0.86,14,0,12,0,1,5
CSc1nc(C)cc(-n2cc(F)c(=O)[nH]c2=O)n1,0.98,0.84,16,-8,2,-9,-5,1
O=C(NCc1n[nH]c(=S)n1-c1cccc(C(F)(F)F)c1)c1ccc(S(=O)(=O)N2CCCCC2)cc1,1,0.96,4,4,-4,14,2,-2
COc1ccc(COC(=O)c2ccc(S(=O)(=O)N3CCCCC3)cc2)cc1OC,0.97,1,0,-5,3,-3,-3,10
O=C(CN1CCOCC1)n1c2ccccc2c2ccccc21,1,1,0,-8,-2,-1,-5,-2
CC(=O)Nc1ccc(Nc2nnc(-c3ccc(O)cc3)c3ccccc23)cc1,0.94,1.1,-6,4,6,4,-8,-6
COc1ccc(C(=O)COC(=O)c2ccccn2)cc1OC,1,0.99,1,1,-2,-3,-12,-2
COc1ccc(CCN2CC(C(=O)N3CCC(O)(c4ccccc4)CC3)CCC2=O)cc1 (stereo not given),1.3,1,-1,-6,-29,1,4,0
C=CCn1c(SCc2ccc(F)cc2)nnc1-c1sc2nc(C)cc(C)c2c1N,0.92,1.1,-10,0,8,-13,4,-6
Cc1c(C(=O)O)sc2nc(/C=C/c3cccc(F)c3)[nH]c(=O)c12,1.1,1,-4,0,-7,12,-8,-2
Cc1ccc2oc(=O)cc(CN3CCC(C)CC3)c2c1,1.4,0.98,2,-8,-42,5,-6,1
Cc1cc2oc3c(c(=O)c2cc1C)C(c1ccc(F)cc1)N(CCCN1CCOCC1)C3=O (stereo not given),0.88,0.96,4,-16,12,-10,-9,6
CCN1C(=O)C(=O)N(CC(=O)NC(C)CCc2ccccc2)C1=O (stereo not given),1,1.1,-9,-6,-1,7,-13,5
CC(C)n1c(SCC(=O)N2CCN(C(=O)c3ccco3)CC2)nc2c1c(=O)n(C)c(=O)n2C,0.92,1,0,-7,8,-3,-5,-4
O=S(=O)(NCCC(c1ccc(F)cc1)c1ccco1)c1ccccc1 (stereo not given),1,1.1,-9,-7,0,12,18,-4
CC1=NN(c2ccc([N+](=O)[O-])cc2)C(c2ccccc2)C1 (stereo not given),0.92,0.87,13,-6,8,-7,9,2
Cc1cccc(CC(C)NC(=O)c2cc(COc3ccc(F)cc3F)on2)n1 (stereo not given),1.1,0.96,4,-2,-7,-1,-1,1
O=C(c1ccc(N2CCCC2)c([N+](=O)[O-])c1)N1CCN(S(=O)(=O)c2ccc(Cl)cc2)CC1,1,0.86,14,-1,-3,-15,3,-4

# Quoted at random: two compounds from above.
SMILES,hIAP activ,mIAP act,mIAP block,HKDC1 inhibitor,hIAP block,PfG6PD inh,ATG4B inhibitor,A3A deaminase
COc1ccc(C(=O)COC(=O)c2ccccn2)cc1OC,1,0.99,1,1,-2,-3,-12,-2
C=CCn1c(SCc2ccc(F)cc2)nnc1-c1sc2nc(C)cc(C)c2c1N,0.92,1.1,-10,0,8,-13,4,-6

# (list continues)
SMILES,hIAP activ,mIAP act,mIAP block,HKDC1 inhibitor,hIAP block,PfG6PD inh,ATG4B inhibitor,A3A deaminase
O=C(Cc1c(Cl)cccc1Cl)NCCc1ccc(Cl)cc1,0.98,1.1,-11,-11,2,-13,11,-3
CC(=O)Nc1ccc(CN2CCCC(C(=O)c3ccc(C(F)(F)F)cc3)C2)cc1 (stereo not given),0.84,0.92,8,-2,16,21,12,-2
O=C(Nc1ccc(Br)cc1)C1CCN(C(=O)c2ccc(F)cc2)CC1,1,1.1,-11,-4,-2,-1,2,3
COc1ccc(N2CC(O)(c3ccc(OC(F)F)cc3)[N+]3=C2CCCC3)cc1 (stereo not given),1.2,0.96,4,-5,-16,4,5,8
COC(=O)c1sc2nc(C)cc(C)c2c1N,1.2,0.98,2,3,-16,7,0,1
COC(=O)c1cccc(COC(=O)c2cc3ccccc3oc2=O)c1,1.2,0.96,4,-3,-19,0,9,-8
Cc1nc(Cc2nnc(SCC(=O)N3CCN(c4ccc(O)cc4)CC3)o2)cs1,1,0.88,12,5,0,51,-1,-4
CSc1ccc(CCNC(=O)CCc2nnc3ccc(N4CCCCC4)nn23)cc1,0.94,1,-1,-6,6,-5,-3,-6
O=C(c1sc2cc(F)ccc2c1Cl)N1CCN(c2ccccc2)CC1,1,0.94,6,-9,-3,-7,1,2
O=c1[nH]c(-c2ccc(Cl)cc2)cs1,0.97,0.97,3,7,3,-9,11,-1
CCC1CCCCN1CCCNC(=O)Cn1ncn2nc(-c3ccc(OC)cc3)cc2c1=O (stereo not given),0.83,1,-4,-6,17,-9,5,-2
CC(NC(=O)COC(=O)c1cccnc1Cl)C12CC3CC(CC(C3)C1)C2 (stereo not given),1.1,0.91,9,-2,-8,-10,-4,1
CCn1c(SCC(=O)N2CCCCC2)nnc1-c1ccc(S(=O)(=O)N2CCN(C)CC2)cc1,0.92,0.91,9,-5,8,-17,2,-2
Cn1c2ccccc2c(=O)c2cc(NCCCN3CCOCC3)ccc21,1.1,1,-3,17,-10,26,-17,0
O=C(c1cc2ncccn2n1)N1CCc2c([nH]c3ccccc23)C1c1ccccc1F (stereo not given),0.99,1.1,-9,1,1,8,20,-2
CCc1ccc(NC(=O)C/C(C)=N/NC(=O)COc2ccccc2C)cc1,1.2,1,-3,0,-24,0,-24,-2
CC(C)CCn1c(=O)c(C(=O)N/N=C/c2cccc(F)c2)c(O)c2ccccc21,1,1,0,-6,-5,-4,-1,-6
Nc1c2c(nc3ccccc13)CCCC2,0.88,1,-2,-8&-7,-7,-5&4,-2&6,2&1
Oc1cc2c(cc1C(c1ccc(Br)cc1)N1CCCC1)OCO2 (stereo not given),0.92,0.88,12,28,8,40,7,2
O=C(Nc1ccccc1C(=O)Nc1ccc2c(c1)OCO2)c1ccco1,0.96,1,-4,4,4,-16,-8,1
CCn1cc(C(=O)N2CCOCC2)c(=O)c2cc(S(=O)(=O)N(C)C)ccc21,0.98,0.94,6,-3,2,-3,0,0
COc1ccccc1CNC(=O)CS(=O)(=O)Cc1ccccc1,1.1,1,0,-2,-8,9,-8,-4
N#Cc1ccc(NC(=O)c2cccs2)nc1,0.92,0.94,6,-3,8,-2,-3,-2
COc1ccc(NCC(=O)N/N=C/C2CCCCC2)cc1,1,0.8,20,16,-5,69*,-3,1
COc1ccccc1CN1CC(C(=O)NCCN2CCNC2=O)CCC1=O (stereo not given),0.97,0.96,4,-2,3,-1,4,-5
COc1ccccc1C(=O)OCC#CCSc1nnc(-c2cccc3ccccc23)o1,1,0.93,7,-3,-1,11,-10,-3
O=C(O)c1ccc(-n2[nH]c3c(c2=O)CCCC3)cc1,1,0.95,5,-9,-4,-2,8,5

# Screens (PubChem BioAssay)
